# Kir21 inh: inhibitors of mouse Kir2.1 inward-rectifier potassium channel. Inward rectifier potassium channel 2 (Mus musculus), P35561. HEK293-Kir2.1, FluxOR thallium flux fluorescence; stronger effect = lower value. B-score at 10 µM. hit rate 0.85% among 310,000. AID 1672, 2009;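 active = fluorescence ratio B-score at or below minus 3 SD of library scores, with starting-brightness B-score within 2 SD, cut at about -4.2 in these data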;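 note: channel flux triggered by added potassium and thallium sulfate stimulus; B-score of peak minus minimum fluorescence over baseline after thallium stimulus; more negative B-score means stronger Kir2.1 block with less thallium influx; some compounds called inactive have numbers as strong as hits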
# Target sequence (P35561 whole entry, looked up): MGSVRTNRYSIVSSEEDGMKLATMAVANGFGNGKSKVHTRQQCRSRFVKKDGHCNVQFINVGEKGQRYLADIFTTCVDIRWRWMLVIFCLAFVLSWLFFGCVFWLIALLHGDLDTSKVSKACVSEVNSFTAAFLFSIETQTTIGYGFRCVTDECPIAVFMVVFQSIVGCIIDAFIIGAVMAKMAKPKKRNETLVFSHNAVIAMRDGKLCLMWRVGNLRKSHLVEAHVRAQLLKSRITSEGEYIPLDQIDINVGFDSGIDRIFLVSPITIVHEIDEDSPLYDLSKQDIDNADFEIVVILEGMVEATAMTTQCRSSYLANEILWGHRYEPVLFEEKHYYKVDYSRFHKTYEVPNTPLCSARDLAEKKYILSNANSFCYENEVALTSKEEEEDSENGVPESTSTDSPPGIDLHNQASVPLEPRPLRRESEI
# CHT block: inhibitors of human choline transporter CHT; High affinity choline transporter 1 (Homo sapiens), Q9GZV3; CHT-expressing cells, membrane potential dye, choline response; stronger effect = lower value; B-score at 10 µM; hit rate 0.86% among 310,000;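 active = B-score over 3 SD under the library average, and starting fluorescence ratio not unusually high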;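 note: choline stimulus applied at its EC90 after an EC20 pre-addition; B-score computed on integrated fluorescence ratio after choline addition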
# Target sequence (Q9GZV3 whole entry, looked up): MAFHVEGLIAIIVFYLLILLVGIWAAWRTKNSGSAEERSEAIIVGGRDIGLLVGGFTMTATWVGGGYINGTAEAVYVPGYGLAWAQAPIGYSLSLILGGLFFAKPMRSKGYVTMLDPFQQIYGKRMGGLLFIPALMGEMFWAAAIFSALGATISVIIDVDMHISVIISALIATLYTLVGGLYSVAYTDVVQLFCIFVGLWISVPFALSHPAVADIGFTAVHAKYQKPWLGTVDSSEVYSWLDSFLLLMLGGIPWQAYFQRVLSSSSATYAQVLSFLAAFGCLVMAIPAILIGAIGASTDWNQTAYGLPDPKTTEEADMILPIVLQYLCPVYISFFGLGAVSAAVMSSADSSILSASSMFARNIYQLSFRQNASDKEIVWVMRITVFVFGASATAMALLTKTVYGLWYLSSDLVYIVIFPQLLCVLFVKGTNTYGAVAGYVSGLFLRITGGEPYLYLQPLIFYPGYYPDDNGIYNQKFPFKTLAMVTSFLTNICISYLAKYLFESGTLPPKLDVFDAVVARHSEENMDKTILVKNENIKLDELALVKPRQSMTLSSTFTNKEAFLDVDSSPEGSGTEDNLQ
# * = called active by the depositor; i = inactive; . = no result given.
SMILES,Kir21 inh,CHT block
Cc1c(NC(=O)OCCSc2nc(N(C)C)nc(N(C)C)n2)sc(=S)n1C,0.15,i
Cc1cccc(COc2coc(CN3CCN(C(=O)c4ccco4)CC3)cc2=O)c1,-3.9,i
COc1ccc(/C=C2/SC(=S)N(CC(=O)O)C2=O)cc1OCc1ccc(Cl)cc1,-1.6,i
COc1cc(/C=N/N2CCN(c3ccccc3OC)CC2)ccc1OC(C)=O,-0.73,i
Cc1ccc(NS(=O)(=O)c2cc(C(=O)N3CCOCC3)ccc2C)cc1C,-0.32,i
COc1ccc2c(c1)[n+](=O)c(C(C)=O)c(C)n2[O-],1.2,i
CS(=O)(=O)Nc1ccccc1C(=O)NCCSc1ccccc1,0.43,-6.5*
Fc1ccc(-c2csc3[n+]2CCS3)cc1,-2.5,i
CC(=O)C1(C)OC(N)=C(C#N)C(c2ccccc2)C1(C#N)C#N (stereo unspecified),-0.78,i
Cc1ccc(S(=O)(=O)NCCC2=CCCCC2)cc1C(N)=O,-0.09,i
CCOc1oc(-c2ccc(OC)cc2)nc1C(F)(F)F,0.85,i
CCOC(=O)c1c(C)c(C(=O)N2CCN(c3ccccc3)CC2)c(C)n1C,0.84,i
O=C(CN1C(=O)NC2(CCCC2)C1=O)Nc1ccc(OC(F)(F)F)cc1,-0.02,i
O=C(O)C/C(=C\c1ccc(Cl)cc1)c1nc2ccccc2o1,0.43,i
CCC(C)NC(=O)c1ccc(C)c(NC(=O)C2=C(C)OCCS2)c1 (stereo unspecified),-0.36,i
CC(C)c1ccc(CNc2c([N+](=O)[O-])c(=O)oc3ccccc23)cc1,0.98,i
CC(C)c1ccc(OCC(=O)Nc2ccccc2C(=O)N2CCOCC2)cc1,0,i
CCOc1ccc(N2C(=O)CC(NNc3nc4ccccc4s3)C2=O)cc1 (stereo unspecified),-0.65,i
COC(=O)C(NC(=O)COc1ccccc1)(Nc1nc2c(s1)CCCC2)C(F)(F)F (stereo unspecified),-0.3,i
CCOC(=O)C(C)n1cnc2c(nnn2-c2ccc(F)cc2)c1=O (stereo unspecified),-0.2,i
COc1ccc(S(=O)(=O)N2CC(C)N(C(=O)N3CCOCC3)C2)cc1 (stereo unspecified),-0.66,i
C=CCOC(=O)C1=C[C@H](c2coc3ccccc3c2=O)[C@@H](CCCO)[C@H](OCC)O1,-1.5,i
NC(=S)N/N=C/c1ccccc1OC(=O)/C=C/c1ccccc1,1.4,i
COC(=O)c1sccc1-c1ccc(C(=O)Nc2cccnc2)o1,0.65,i
CCOC(=O)c1c(NC(=O)CN2C(=O)NC3(CCCC3)C2=O)sc(C)c1CC,0.16,i
CCCCCc1nnc(NS(C)(=O)=O)s1,0.14,i
CCCCN(C(=O)c1oc2ccc(OCC)cc2c1C)c1c(N)n(CC(C)C)c(=O)[nH]c1=O,0.04,i
COc1ccc(NS(=O)(=O)c2cc(NC(=O)c3cnc(C)cn3)ccc2N2CCCCC2)cc1,-0.46,i
Cc1cccc(CSC2=NCCN2C(=O)C2CC2)c1,1.4,i
COCCCNC(=O)c1cc2c(=O)n3cc(C)ccc3nc2nc1NCC1CCCO1 (stereo unspecified),1,i
Cc1ncc(C[n+]2csc(CCOC(=O)C34CC5CC(CC(C5)C3)C4)c2C)c(N)n1,-1.8,i
O=C(c1ccccc1)c1ccc2nc(-c3ccc(NC(=O)c4ccccc4Br)cc3)[nH]c2c1,1.7,i
Cc1noc(C)c1CSCC(=O)OCc1nc2ccccc2c(=O)n1CC#N,1.4,i
Brc1ccccc1-c1nnc(SCc2nc3ccccc3s2)o1,-0.98,i
CSC1=NSC2=NC(=O)/C(=C\c3ccc(OC(=O)c4ccco4)cc3)C(=N)N12,-0.62,i
COc1ccccc1CN1CC(C(=O)N(C)Cc2nc(C)cs2)CCC1=O (stereo unspecified),-0.53,i
COc1ccc(S(=O)(=O)Nc2ccc(NC(C)=O)cc2)cc1[N+](=O)[O-],2.5,i
COc1cccc(C2(O)CCN(C(=O)C3CCC3)CC2)c1,0.02,i
CCOC(=O)C1=C(C)NC2=C(C(=O)CC(C)(C)C2)C1c1ccsc1 (stereo unspecified),-0.47,i
CCOC(=O)N1CCN(C2CCCN(C(=O)c3cccc(Cl)c3)C2)CC1 (stereo unspecified),-0.23,i
CCN(CC)S(=O)(=O)c1ccc(N/N=C/c2ccc(OC)c(OC)c2OC)nc1,0.17,i
O=C(NCC1CCCO1)c1cc2ccccc2nc1Cl (stereo unspecified),-0.03,i
COC(=O)c1ccccc1NC(=O)c1ccc2c(c1)OCCCO2,0.68,i
Cc1coc2cc3oc(=O)c(CCC(=O)NCCCN4CCCC4=O)c(C)c3cc12,-0.32,i
Nc1nc(-c2cccs2)c(CC(=O)O)s1,-0.53,i
CC(C)C(=O)Nc1ncc(C(F)(F)F)cc1Cl,1.3,i
O=C(Nc1ccc2oc(-c3ccncc3)nc2c1)c1ccc([N+](=O)[O-])o1,-1.2,i
COc1ccc(-n2c(C)c(C)c3c(NCCO)ncnc32)cc1,0.09,i
CCCCOc1ccccc1C1NC(=O)NC(C)=C1C(=O)OCc1ccco1 (stereo unspecified),-0.81,i
Cc1ccnc(Nc2nc(-c3ccc(O)cc3O)cs2)c1,-0.01,i

# (listing goes on)
SMILES,Kir21 inh,CHT block
CCC(Oc1ccccc1)C(=O)NCCOC (stereo unspecified),0.43,i
CN1CCN(C(=O)c2ccc3c(c2)N(C)C(=O)/C(=C/c2cccc(Cl)c2)S3)CC1,-0.6,i
COc1ccccc1CNC(=O)COC(=O)c1cc([N+](=O)[O-])ccc1N1CCOCC1,0.92,i
O=C(O)C1=C[C@@H](C2CCCCC2)C[C@@H](OCCCCO)O1,0.73,i
O=C(Nc1ccccc1Oc1ccccc1)C1CC1,2.4,i
CC1(C)Cc2cccc(OCC(=O)NCc3ccccc3)c2O1,-2.7,i
CCCc1nc(SCC(=O)NNC(=O)C2CCCCC2)c2ccccc2n1,0.05,i
CCCSC1=N/C(=C/c2ccsc2)C(=O)N1c1ccccc1,-0.99,i
Cn1c(N)c(C(=O)COc2ccc(C#N)cc2)c(=O)n(C)c1=O,0.01,i
N#CCCN1CCN(S(=O)(=O)c2ccc(S(=O)(=O)NCc3ccccc3)cc2)CC1,-0.36,i
COc1cccc(C(=O)NNC(=O)c2ccc(NS(=O)(=O)c3cccs3)cc2)c1OC,-0.31,i
N#CC1(NC(=O)COC(=O)c2cc([N+](=O)[O-])ccc2N2CCCC2)CCCCC1,-0.62,i
COc1cc(-c2nc3ccccc3c(=O)n2N)cc(OC)c1OC,-0.79,i
CSc1ncccc1C(=O)Nc1ccc(S(=O)(=O)NC2=NCCCCC2)cc1,0.29,i
Cc1ccc(-c2nnc(N3CCN(C(=O)COc4cccc(C)c4)CC3)c3ccccc23)cc1,-0.83,i
CCCONC(=O)Nc1ccccc1[N+](=O)[O-],0.09,i
O=C(CSc1cccc[n+]1[O-])Nc1c(Br)cc([N+](=O)[O-])cc1Br,-0.01,i
CS(=O)(=O)NCCNc1ccc(C(F)(F)F)cc1[N+](=O)[O-],-1.9,i
O=C(CN(Cc1ccc(F)cc1)C(=O)CCC(=O)Nc1nccs1)NCc1ccc(F)cc1,-0.53,i
CCc1ccc(C(=O)COC(=O)[C@@H](NC(N)=O)[C@@H](C)CC)cc1,-0.51,i

# One compound at a time, as listed above. Order of screens: Kir21 inh | CHT block
# Results for COC(=O)C(NC(=O)COc1ccccc1)(Nc1nc2c(s1)CCCC2)C(F)(F)F (stereo unspecified) : -0.3 | i
# Results for CCCONC(=O)Nc1ccccc1[N+](=O)[O-] : 0.09 | i
# Results for COc1ccc(NS(=O)(=O)c2cc(NC(=O)c3cnc(C)cn3)ccc2N2CCCCC2)cc1 : -0.46 | i

# Remaining list, next part.
SMILES,Kir21 inh,CHT block
CCN=C1S/C(=C\c2cn(C(C)=O)nc2-c2ccccc2)C(=O)N1CC,1,i
CCNC(=O)NC(=O)C(C)OC(=O)c1cc(S(=O)(=O)N2CCCCCC2)ccc1OC (stereo unspecified),-0.21,i
CCOC(=O)CNC(=O)N1CCCC(CNS(=O)(=O)Cc2ccccc2)C1 (stereo unspecified),-1.8,i
COc1ccc(N2CC(C)Cn3c2nc2c3c(=O)n(Cc3ccc(F)cc3)c(=O)n2C)c(OC)c1 (stereo unspecified),-1.8,i
Cc1sc(NC(=O)CSc2nnc(N)s2)c(C#N)c1C,1.6,i
Cc1nn(CCc2nc(-c3ccco3)cs2)c2[nH]c(=O)cc(C(F)(F)F)c12,-0.56,i
Cc1ccc2oc(C(=O)N(Cc3nccn3C)C(C)C)c(C)c2c1,-1.4,i
O=C1CC(N2CCSCC2)C(=O)N1c1cccc(Br)c1 (stereo unspecified),-0.42,i
O=C1Nc2ccc([N+](=O)[O-])cc2OC1CCN1CCN(Cc2ccccc2)CC1 (stereo unspecified),0.12,i
CC(=O)N(C)c1ccc(C(O)(C(F)(F)F)C(F)(F)F)cc1,0.69,i
S=C(NCc1ccncc1)Nc1cc(Cl)cc(Cl)c1,0.24,i
COc1c(C)oc2cc(O)ccc2c1=O,-0.01,i
c1cncc(-c2nc(NCC3CCCO3)c3ccccc3n2)c1 (stereo unspecified),-1.3,i
N=C1/C(=C/c2ccc(OC(=O)c3ccco3)cc2)C(=O)N=C2SC=CN12,-0.53,i
COc1cccc(-c2cc(C(=O)N3CCN(C(=O)c4ccco4)CC3)[nH]n2)c1,1.7,i
CC(=O)c1ccc(OCCCC(=O)Nc2ccc(C)c(S(=O)(=O)N(C)C)c2)cc1,-0.3,i
O=C(CSc1nnc(Cc2cccs2)n1-c1ccccc1)NCc1ccc2c(c1)OCO2,-1.9,i
Cc1ccc(-c2nnc(-n3nnc4ccccc43)c3ccccc23)cc1,-0.38,i
N#Cc1ccccc1OCCCNC1CCCC1,0.55,i
O=C(O)c1cc(-c2cccs2)nc2ccc(F)cc12,-0.27,i
CC(=O)C1=C(C)Nc2ncnn2C1c1ccccc1F (stereo unspecified),-0.31,i
COc1cccc(OC)c1OCCCN1CCOCC1,-0.06,i
COc1ccc(CCNC(=O)C(=O)NCC2OCCN2S(=O)(=O)c2ccc(Br)cc2)cc1OC (stereo unspecified),0.01,i
COc1cccc(N2CC(NC(=O)c3ccc4ccccc4c3)CC2=O)c1 (stereo unspecified),-0.94,i
COC(=O)Cc1cc(=O)[nH]c(Nc2nc3ccccc3o2)n1,-1.3,i
Cc1cc(NC(=O)CN2CCC(O)(c3cccc(F)c3)CC2)no1,0.2,i
O=C(O)COc1ccccc1C(Nc1cccnc1)c1cc(Cl)c2cccnc2c1O (stereo unspecified),0.66,.
Nc1nc(SCC(=O)Nc2cccnc2Cl)n[nH]1,1.1,i
Cc1c(-c2ccccn2)c(=O)[nH]n1-c1ccc(F)cc1,-0.45,i
CC(C)c1nc2ccc(NC(=O)C3CCCCC3)cc2[nH]1,.,i

# Part of the list above, set out differently:
Kir21 inh	CHT block	Structure
1.3	i	CC(C)C(=O)Nc1ncc(C(F)(F)F)cc1Cl
-1.2	i	O=C(Nc1ccc2oc(-c3ccncc3)nc2c1)c1ccc([N+](=O)[O-])o1
0.09	i	COc1ccc(-n2c(C)c(C)c3c(NCCO)ncnc32)cc1
-0.81	i	CCCCOc1ccccc1C1NC(=O)NC(C)=C1C(=O)OCc1ccco1 (stereo unspecified)
-0.01	i	Cc1ccnc(Nc2nc(-c3ccc(O)cc3O)cs2)c1
0.43	i	CCC(Oc1ccccc1)C(=O)NCCOC (stereo unspecified)
-0.6	i	CN1CCN(C(=O)c2ccc3c(c2)N(C)C(=O)/C(=C/c2cccc(Cl)c2)S3)CC1

# Shown as a hit in CHT block, of those listed so far:
SMILES,Kir21 inh,CHT block
CS(=O)(=O)Nc1ccccc1C(=O)NCCSc1ccccc1,0.43,-6.5*

# The list goes on:
SMILES,Kir21 inh,CHT block
COc1ccc(C(=O)N(CN2CCCC2=O)c2nccs2)cc1OC,-0.38,i
CC1CC(C)CN(C(=O)Cn2nnc(-c3ccc(Br)cc3)n2)C1 (stereo unspecified),3.1,i
O=C(Nc1ccc(N2CCCC2)c(Cl)c1)c1ccc([N+](=O)[O-])cc1,0.05,i
O=C(NC(=O)c1ccc(Cl)cc1)Nc1cc(N2CCCCC2)ncn1,.,i
CCOc1ccc(/C=C/C(=O)Oc2ccc(OC)cc2)cc1,0.55,i
Cc1cccc(NC(=O)Cn2c(/C=C/c3ccccc3)nc3ccccc32)c1,0.08,i
CCOC(=O)C1CCN(Cc2cc(=O)n3c(-c4ccccc4)csc3n2)CC1,-0.35,i
O=c1nc2cccc3c2=c(/c1=C(\O)c1ccccc1)c1ccccc1c3=O,-0.71,i
Cc1noc(C)c1CSCC(=O)Nc1nc2ccc(S(C)(=O)=O)cc2s1,0.04,i
CC(=O)Nc1ccc(S(=O)(=O)N2CCSC2C(=O)O)cc1 (stereo unspecified),0.32,i
Cc1ccc2[nH]c(C(=O)N3CCN(C(c4ccccc4)c4ccccc4)CC3)cc2c1,2.5,i
COc1ccc(-c2cc3ccc(O)cc3oc2=O)cc1,0.01,i
NC(=O)Nc1ccc(F)cc1,-0.63,i
O=C(Nc1nc2ccccc2n1CCN1CCCCC1)c1ccco1,-0.86,i
CCN(CC)c1ccc(/C=C2\CCC(/C=C(\C#N)C(=O)Nc3ccccc3F)=C2N2CCOCC2)cc1,1.7,.
COc1ccccc1CCNC(=O)C(=O)NCCC1CCCCN1S(=O)(=O)c1cccs1 (stereo unspecified),-1.2,i
O=C(COc1ccc(Nc2ccccc2)cc1)Nc1ccncc1,-1.3,i
CCC(C)c1ccc(OCC(=O)NNC(=O)C2CCCCC2)cc1 (stereo unspecified),-0.35,i
O=C(CSc1nnc(CNC(=O)c2ccc(F)cc2)o1)Nc1ccc2c(c1)OCO2,0.64,i
COCCCNC(=O)/C(C#N)=c1\s/c(=C\c2ccccc2OC(F)F)c(=O)n1CCCOC,-1.1,i
CCN1C(=O)C(CC(=O)Nc2ccc(OC)cc2)N(Cc2ccc3c(c2)OCO3)C1=S (stereo unspecified),0,i

# Random draw from the library; any-hit rate near 1.6%.
